Screens (PubChem BioAssay)
GRK2 inh = inhibitors of human GRK2 displacing RNA aptamer. AID 488847. inhibition of aptamer binding, % at 10 µM. P25098. bead flow cytometry, FAM-aptamer displacement from GRK2. actives 0.59% (n = 330,000);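 active = inhibition of aptamer binding above 40%, roughly 3 SD of noise, on plates passing a quality check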;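 note: median bead fluorescence of bound FAM aptamer so fluorescent compounds give negative values; no value below 0 was filed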
Target sequence (P25098 whole entry, looked up): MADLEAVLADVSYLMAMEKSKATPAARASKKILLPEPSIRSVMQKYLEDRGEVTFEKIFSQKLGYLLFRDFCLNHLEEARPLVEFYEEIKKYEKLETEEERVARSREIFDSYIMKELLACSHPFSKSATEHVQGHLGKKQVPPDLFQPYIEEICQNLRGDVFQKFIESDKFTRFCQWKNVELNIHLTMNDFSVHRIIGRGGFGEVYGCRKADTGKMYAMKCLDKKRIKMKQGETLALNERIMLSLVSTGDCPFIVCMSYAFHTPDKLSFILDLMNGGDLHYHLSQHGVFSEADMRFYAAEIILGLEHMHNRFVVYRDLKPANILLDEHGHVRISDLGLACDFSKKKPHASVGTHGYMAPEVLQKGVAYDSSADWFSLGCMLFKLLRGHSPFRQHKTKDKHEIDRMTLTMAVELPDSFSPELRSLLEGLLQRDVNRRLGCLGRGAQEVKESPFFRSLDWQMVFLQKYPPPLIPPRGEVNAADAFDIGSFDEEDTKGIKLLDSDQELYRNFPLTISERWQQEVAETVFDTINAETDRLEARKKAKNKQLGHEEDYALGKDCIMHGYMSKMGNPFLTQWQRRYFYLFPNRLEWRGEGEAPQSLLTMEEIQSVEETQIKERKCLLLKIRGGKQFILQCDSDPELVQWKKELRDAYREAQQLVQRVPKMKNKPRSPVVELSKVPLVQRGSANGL
MCL1-BIM inh = inhibitors of human MCL1 binding to BIM-BH3 peptide | Q07820 | GST-MCL1 / FITC-Bim-BH3 fluorescence polarization | inhibition, % at 10.9 µM | actives 0.68% (n = 320,000);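 active = inhibition above the mean inhibition of all tested compounds plus 3 SD, set per campaign, cut at about 40% in these data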;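 note: 0% = DMSO wells and 100% = unlabeled Bim-BH3 peptide control; higher means more loss of mP so more displacement of Bim peptide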
PME-1 primary = PME-1 (human) inhibition | recombinant PME-1, FP-Rh probe fluorescence polarization | inhibition, % at 5.9 µM | actives 0.53% (n = 320,000);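 active = inhibition above the campaign mean of all compounds plus 3 SD, cut at about 26% in these data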;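 note: competitive labeling of PME-1 active site by serine hydrolase directed probe; 0% = PME-1 with DMSO and 100% = wells lacking PME-1 enzyme; inhibitors block probe labeling so polarization falls and inhibition rises; many of its hits are not listed in these tables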
GLD-1 RNA inh = GLD-1-TGE RNA interaction inhibition (C. elegans). Q17339. purified GLD-1 + fluorescein TGE RNA, fluorescence polarization. inhibition, % at 5.96 µM. actives 0.44% (n = 320,000). AID 2280;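 active = percent inhibition above a per-plate cutoff, the plate mean of test compounds plus 3 SD, cut at about 30% in these data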;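 note: 0% = DMSO wells with GLD-1 and probe and 100% = wells lacking GLD-1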
Fam108B counter = Fam108B inhibition, counter-screen for RBBP9 inhibitors. recombinant Fam108B, FP-Rh probe fluorescence polarization. AID 1947. inhibition, % at 9.51 µM. actives 0.33% (n = 300,000);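 active = inhibition above the screen mean inhibition plus 3 SD, computed separately per campaign, cut at about 18% in these data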;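 note: inhibitors lower polarization as less probe binds the enzyme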
VLA-4 inh = inhibition in a human VLA-4 binding assay; P13612; VLA-4 expressing cells, ligand binding flow cytometry; inhibition, % (about 7 µM as worked out from the volumes in the protocol); actives 0.2% (n = 330,000); in the data active = inhibition above about 50%
Efflux pump mplx = inhibitors of Candida antifungal efflux pumps expressed in yeast | S. cerevisiae Candida pump triplex, Nile Red efflux | inhibition, % at 10 µM | actives 0.44% (n = 330,000);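 active = plate passing quality check with inhibition over a set limit, or well fluorescence over plate mean plus 4 SD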;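 note: Nile Red retained in pooled yeast measured as flow cytometry median fluorescence; 0% = buffer negative control and 100% = Enniatin B positive control; higher means more Nile Red kept so more efflux inhibition; some compounds called inactive have numbers as strong as hits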
MEX-5 binding = C. elegans MEX-5 TCR-2 RNA binding activity | MEX-5/FITC-TCR2 RNA binding, fluorescence polarization; active compounds read low | activity score (negative = inhibition of binding), % at 10 µM | actives 0.38% (n = 300,000) | AID 1832;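 active = inhibition past about -25% in most replicates, and total fluorescence under double the plate's negative control median, limit read from the data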;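 note: 0% = DMSO and -100% = 5 µM competing unlabeled TCR2 RNA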
Bcl-xL primary = Bcl-xL (human) inhibition; GST-Bcl-xL / FITC-Bim BH3 peptide fluorescence polarization; Q07817; AID 2129; inhibition, % at 10.9 µM; actives 0.7% (n = 320,000);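 active = inhibition above the mean of all tested compounds plus 3 SD, cutoff set per campaign, cut at about 30% in these data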;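 note: 0% = DMSO wells and 100% = unlabeled Bim-BH3 peptide competitor; inhibitors lower millipolarization by displacing the labeled peptide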
Target sequence (Q07817 whole entry, looked up): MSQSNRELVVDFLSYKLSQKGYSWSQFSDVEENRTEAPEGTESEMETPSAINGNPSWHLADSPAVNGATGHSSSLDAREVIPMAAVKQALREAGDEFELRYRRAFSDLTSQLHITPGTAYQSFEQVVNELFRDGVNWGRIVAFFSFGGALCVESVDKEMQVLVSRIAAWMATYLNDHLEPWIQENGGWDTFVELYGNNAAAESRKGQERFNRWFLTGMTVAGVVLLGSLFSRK
Numbers without * were called inactive; · = no result given.

SMILES | GRK2 inh | MCL1-BIM inh | PME-1 primary | GLD-1 RNA inh | Fam108B counter | VLA-4 inh | Efflux pump mplx | MEX-5 binding | Bcl-xL primary
O=C(NC(=S)Nc1cccc(Cl)c1)c1cncc(Br)c1 | 1 | 0 | -3 | 3 | -2 | 2 | -0.1 | 0.7 | 4
CCCCn1ccc(O)c(Cc2ccc(F)cc2)c1=O | 0 | 2 | -4 | 1 | -2 | 15 | 0.2 | 0.4 | 2
COc1ccc(CNC(=S)Nc2ccc(F)c(Cl)c2)cc1 | 2 | 6 | 3 | 12 | 0 | 6 | 0.0 | -0.6 | 7
O=c1[nH]cnc2c1N1CCC2CC1 | 3 | 10 | 1 | -6 | 2 | -3 | 0.0 | 2.8 | 4
COc1cc(CC(=O)NCc2ccco2)cc(OC)c1OC | 4 | 9 | -4 | -2 | 4 | 1 | 0.2 | 0.6 | 4
Cc1c(Cl)c([N+](=O)[O-])nn1CC(=O)Nc1ccc2c(c1)OCO2 | 0 | 5 | 10 | 2 | 3 | 18 | 0.0 | 0.0 | 5
CCOC(=O)c1c(CSc2ccccc2)n(C)c2ccc(O)c(CN3CCN(C)CC3)c12 | 0 | -2 | -2 | 3 | 3 | 0 | -0.1 | 3.4 | 4
CC(C)COP(=O)(c1ccc(N(C)C)cc1)C(O)c1ccc(Br)cc1 (stereo not given) | 2 | 4 | 1 | 5 | -2 | 16 | 0.4 | -0.1 | 5
COc1ccc(CCNC(=O)COc2ccc(C)nc2[N+](=O)[O-])cc1OC | 0 | 2 | -3 | 1 | -3 | 2 | -0.1 | -0.2 | 3
CCCCc1ccc(NS(=O)(=O)c2c(C)n(C)c(=O)n(C)c2=O)cc1 | 3 | 1 | 2 | 6 | 3 | -7 | 0.0 | 1.1 | 2
O=C(O)CN1CCCC1=Nc1ccccc1 | 0 | 7 | 7 | 6 | -1 | -1 | -0.1 | 0.1 | 5
CN(C)C(=O)Cn1cc(S(=O)(=O)Cc2ccccc2)c2ccccc21 | 2 | 7 | 2 | 3 | 1 | -6 | -0.1 | 2.1 | 5
CC(C)(C)NS(=O)(=O)c1ccc(CCC(=O)NCc2cccnc2)cc1 | 0 | 0 | -3 | 0 | -3 | -9 | 0.0 | -2.4 | 8
O=C(N/N=C/c1ccco1)c1ccc(N2CCCC2=O)cc1 | 8 | 9 | 0 | 1 | 2 | -17 | -0.2 | -2.1 | 4
Cc1noc(C)c1NC(=O)NCCN1CCN(Cc2ccccc2)CC1 | 0 | 11 | -6 | 8 | 4 | 3 | 0.0 | -0.1 | 5
Cc1nn(C)c(C)c1NC(=O)c1ccnn1C | 0 | 7 | -7 | 2 | 0 | 8 | -0.1 | 1.6 | -3
Cc1ccc(CNC(=O)Cn2ncn3cccc3c2=O)cc1 | 4 | -19 | -3 | -4 | -8 | -21 | 0.6 | 0.6 | -5
CCCCC(CCC(=O)O)(C(=O)OCC)c1csc(Nc2ccc(C)cc2)n1 (stereo not given) | 0 | -2 | 4 | -2 | 0 | 5 | 0.0 | -1.9 | 19
CCn1c(SCC(=O)Nc2ccccc2Cl)nnc1C1CC1 | 1 | 0 | 1 | 2 | -3 | 0 | 0.1 | 1.1 | 5
CCCc1nnc(NC(=O)C2CC(=O)N(CCc3ccc(F)cc3)C2)s1 (stereo not given) | 1 | 10 | -9 | 1 | -2 | 3 | 0.0 | 0.0 | 1
CCc1nnc2sc(-c3ccc(NC(=O)c4ccc5c(c4)OCCO5)cc3)nn12 | 3 | -2 | -4 | -2 | -6 | -5 | 0.0 | -0.3 | 1
CCCCn1nc(C(=O)O)ccc1=O | 0 | 0 | 0 | 2 | 0 | 13 | -0.3 | 4.4 | 1
O=C(Nc1nc2ccccc2s1)c1c(F)cccc1Cl | 4 | 13 | 1 | 1 | 8 | 10 | -0.1 | 0.1 | 6
Cn1cnnc1SCc1ccc(C(=O)N/N=C(\CCC(=O)O)c2ccc(C(C)(C)C)cc2)cc1 | 0 | 13 | 1 | 2 | 1 | 27 | 0.1 | · | 4
O=C(Nc1nccs1)C1CC=CCC1 (stereo not given) | 3 | 1 | -2 | 11 | 2 | 4 | -0.2 | -0.3 | 8

Individual results from the list:
Bcl-xL primary result of COc1cc(CC(=O)NCc2ccco2)cc(OC)c1OC reads 4
PME-1 primary result of CCCCn1nc(C(=O)O)ccc1=O reads 0

(listing goes on)
SMILES | GRK2 inh | MCL1-BIM inh | PME-1 primary | GLD-1 RNA inh | Fam108B counter | VLA-4 inh | Efflux pump mplx | MEX-5 binding | Bcl-xL primary
Cc1ccc(SCc2cn3ccccc3n2)cc1 | 1 | 2 | -3 | 7 | -1 | -6 | 0.0 | -1.9 | 3
O=C(Nc1cccc(Cl)c1)NC1CCS(=O)(=O)C1 (stereo not given) | 2 | 0 | -2 | -7 | -2 | -7 | 0.0 | 1.3 | -2
C=CCN1C(=O)C2(OCCCO2)c2cc(C)ccc21 | 20 | 0 | 1 | 6 | 2 | -2 | -0.1 | -3.8 | -2
OCCNCCCCOc1ccccc1F | 0 | 7 | 0 | 3 | -3 | 7 | 0.1 | 1.2 | 4
CC(C)C(NC(=O)c1ccc(Cl)c([N+](=O)[O-])c1)C(=O)NCc1ccccn1 (stereo not given) | 4 | · | · | 8 | · | 7 | -0.3 | · | ·
Cc1ccc(S(=O)(=O)NC(C)C(=O)N2CCOCCOCCOCC2)cc1 (stereo not given) | 0 | 3 | -4 | 11 | 1 | -1 | 0.0 | 2.1 | -2
Cc1cc2c(cc1S(=O)(=O)NC1CCCCC1C)OCC(=O)N2 (stereo not given) | 0 | -3 | 1 | -4 | -2 | 3 | -0.2 | 3.1 | 2
O=C(CCn1c(=O)sc2ccccc21)Nc1ccon1 | 1 | 1 | 1 | 6 | 0 | 3 | 0.0 | -0.9 | -3
COC(=O)c1ccc(/C=C2/SC(=S)N(CCC(=O)N3CCOCC3)C2=O)cc1 | 0 | 4 | -7 | 2 | 4 | -6 | -0.2 | 2.6 | 1
O=c1c2ccccc2nnn1CSc1nc2ccccc2c(=O)n1CCCO | 0 | 4 | -1 | -3 | -5 | 12 | 0.0 | 0.7 | 3
Cc1ccc(N2C(=O)C3C4CCC(O4)C3C2=O)c(OC(F)F)c1 (stereo not given) | 0 | 0 | 4 | 1 | · | 15 | -0.1 | · | -6
FC(F)(F)c1nnc2sc(-c3ccco3)nn12 | 3 | 2 | 3 | -4 | 0 | 0 | 0.0 | 0.6 | 6
CC(C)c1nnc(NC(=O)C2CCN(S(=O)(=O)c3ccc(-n4cnnn4)cc3)CC2)s1 | 0 | 6 | -2 | -3 | 1 | 0 | -0.1 | -5.9 | 10
O=C(COc1ccccc1[N+](=O)[O-])N/N=C/c1cccs1 | 1 | 9 | -1 | -2 | -1 | 9 | 0.1 | -0.4 | 2
Brc1ccc(-c2csc(N3CCOCC3)n2)cc1 | 0 | -7 | 1 | -2 | -1 | 16 | 0.1 | -0.7 | -1
COc1ccccc1CNC(=O)N[C@@H](Cc1ccccc1)C(=O)O | 0 | -1 | 7 | 2 | 4 | 2 | 0.1 | -0.9 | -5
Cc1cc(S(=O)(=O)NCc2ccc(N3CCN(C)CC3)cc2)c(C)s1 | 0 | 0 | -6 | 3 | 2 | -1 | 0.1 | -2.3 | 1
CN(C)CCNS(=O)(=O)c1ccc(N2CCc3ccccc32)c([N+](=O)[O-])c1 | 0 | 5 | 5 | 5 | 0 | 10 | -0.1 | -6.5 | 4
O=C(NCCOCCOCCNC(=O)c1cccnc1)c1cccnc1 | 0 | -5 | -3 | -6 | 0 | -4 | 0.1 | -1.6 | 2
O=C(Nc1ccc(OCC(F)(F)C(F)F)c(C(F)(F)F)c1)c1ccc(Cl)cc1 | 2 | -10 | -52 | 9 | -38 | -8 | 0.0 | 0.7 | 0
C=CCn1c(SCC(=O)c2c(N)n(C)c(=O)n(C)c2=O)nnc1-c1ccncc1 | 6 | -7 | 1 | -4 | 4 | 8 | 0.2 | 1.0 | -14
CCn1cc(CCC(=O)NCc2ccc(F)cc2)c2ccccc21 | 2 | -3 | 5 | -5 | 0 | -8 | 0.1 | 0.4 | 4
COc1ccc2c(c1)C(=O)N(c1ccc(C)cc1)C(=O)C2 | 0 | -4 | 3 | 4 | 0 | -88 | 0.0 | -3.7 | 0
O=C(c1cc2nc(-c3ccco3)cc(C(F)(F)F)n2n1)N1CCN(c2ccccn2)CC1 | 1 | -5 | 2 | 0 | 5 | -3 | 0.0 | -3.5 | 4
CC(Sc1nnc(-c2cccs2)n1-c1ccccc1)C(=O)NCc1ccco1 (stereo not given) | 0 | 3 | -6 | 4 | -5 | 4 | 0.0 | -6.0 | 6
SMILES | GRK2 inh | MCL1-BIM inh | PME-1 primary | GLD-1 RNA inh | Fam108B counter | VLA-4 inh | Efflux pump mplx | MEX-5 binding | Bcl-xL primary
O=C(CN1CCN(S(=O)(=O)c2ccc(Br)cc2)CC1)N/N=C/c1ccncc1 | 2 | 3 | 15 | 5 | -1 | 2 | 0.5 | 1.1 | 0
CC1=C(C(=O)Nc2ccccc2)C(c2cccs2)C(C#N)=C(SCC#N)N1 (stereo not given) | 5 | -19 | -5 | -3 | 0 | 4 | -0.1 | 2.8 | -3
COc1ccc(NC(=S)N2CCN(S(C)(=O)=O)CC2)cc1 | 3 | 16 | 8 | 5 | 3 | -6 | 0.0 | 0.2 | 9
c1cc(Nc2ncnc3sc4c(c23)CCC4)ccn1 | 2 | 2 | -5 | -2 | -1 | -4 | 0.0 | 1.5 | 10
O=C(Cc1c[nH]c2ccccc12)Nc1nnc(C2CC2)s1 | 0 | -28 | 4 | -9 | 1 | 21 | 0.1 | -2.7 | -13
Cc1ccc(/C=C/C(=O)Nc2ccc(S(N)(=O)=O)cc2)o1 | 0 | 0 | -9 | 13 | -3 | 15 | 0.0 | -1.3 | 9
Cc1cccc(CN2CCC(Oc3ccc(C(=O)N4CCCCC4)cc3)CC2)c1 | 1 | 6 | 1 | 2 | 2 | -6 | 3.2 | -3.9 | -1
O=C(CSCc1ccc(F)cc1)Nc1ccccc1C(=O)N1CCOCC1 | 3 | 4 | 2 | 7 | 1 | 16 | 0.0 | 1.5 | 5
COCCCn1nnnc1SCC(=O)Nc1nc2ccccc2s1 | 0 | 0 | -3 | 4 | 2 | 2 | 0.0 | -0.6 | 3
O=C(NCC(=O)N1CCCC1)c1cccs1 | 2 | 3 | -4 | 0 | -2 | 6 | 0.1 | -0.1 | 4
Cc1cc(C)c2oc(=O)cc(CN3CCN(Cc4ccccc4)CC3)c2c1 | 2 | 3 | 0 | -2 | 2 | -1 | -0.1 | 1.8 | 3
COc1ccc(/C=N/NC(=O)Cn2c(Cc3ccc(OC)c(OC)c3)nc3ccccc32)cc1 | 0 | 3 | -3 | 8 | 1 | -2 | 0.0 | · | 1
CCOC(=O)c1cc(-c2csc(-c3cccc(Cl)c3)n2)on1 | 0 | -1 | -3 | 1 | 0 | -10 | -0.2 | · | 7
Cc1nc(C)c(-c2csc(Nc3ccccn3)n2)s1 | 2 | 6 | 11 | 6 | -1 | -2 | 0.0 | 3.2 | 1
COc1cc(-c2[nH]nc3c2C(c2ccoc2)C(C#N)=C(N)O3)cc(OC)c1OC (stereo not given) | 0 | -6 | -1 | 4 | 2 | 12 | -0.1 | · | -3
CCC1CCCCN1C(=O)COc1ccc(F)cc1 (stereo not given) | 2 | 7 | 5 | -5 | 4 | -9 | 0.0 | 0.5 | 6

An excerpt (hit frequency here may not be typical).
